Screening data from PubChem.
ATXN2 expr inh: Primary qHTS for Inhibitors of ATXN expression; HEK-293 ATXN2-luciferase reporter, luminescence, 24 h; AID 1745845, 2022; 360,000 tested, 0.72% active; Potency, µM (doses to about 57 µM), for the others: at the highest dose activity change, negative = inhibition, usual class: inhibitors; further: potency means the concentration at half of the fitted maximal effect; on the % scale 0 is the no-effect control and ±100 the full control effect; nearly all actives have a fitted effect of over 55% in size
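ATXN2-luciferase reporter cells (luciferase flanked by upstream and downstream ATXN2 gene portions) were treated 24 h at 37 °C with compounds at up to 57 uM. SteadyGlo luminescence gave expression; GF-AFC fluorescence gave viability.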
KB-V1 MDR tox: qHTS assay for MDR1-selective chemotherapeutics: Primary screen using the drug-selected MDR subline cells KB-V1. KB-V1 MDR cells viability, CellTiter-Glo, 72 h. Potency, µM (highest dose often 46.1 µM), inactives show at the top dose activity change, negative = cytotoxicity, hits mostly cytotoxic. 400,000 tested, 3.4% active. AID 1347076, 2019; further: potency means the concentration at half of the fitted maximal effect; on the % scale 0 is the no-effect control and ±100 the full control effect; nearly all actives have a fitted effect of over 60% in size
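Compound-treated KB-V1 multidrug-resistant cells, 72 h, 37 degrees C; viability by CellTiter-Glo. Fitted qHTS curves give the values.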
S2 tox: Viability Counterscreen for Primary qHTS for Inhibitors of ATXN expression. S2 cells (HEK-293 line with an ATXN2-luciferase reporter) viability, CellTiter-Fluor protease fluorescence, 24 h. Potency, µM (series often up to 56.7 µM), actives largely listed as cytotoxic. 400,000 tested, 0.49% active. AID 651635, 2014; further: potency means the concentration at half of the fitted maximal effect; nearly all actives have a fitted effect of over 40% in size
IL1B secr inh: qHTS for Inhibitors of Inflammasome Signaling: IL-1-beta AlphaLISA Primary Screen | activity change, % at 57.5 µM | 360,000 tested, 4.7% active | THP-1 LPS/ATP IL-1B secretion, AlphaLISA, 16 h; active compounds read low; in the data active means activity change below about -50%; inconclusive means mostly about -30% to -49%; further: on the % scale 0 is the no-effect control and ±100 the full control effect
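THP-1 cells pretreated 1 hr with compounds (up to 57.5 uM final), then stimulated with LPS (250 ng/mL final) plus ATP (1.25 mM final); secreted IL-1B measured by AlphaLISA after 16 hr, decreased signal indicating inhibition.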
HT1080 IDH1KD tx: qHTS for induction of synthetic lethality in tumor cells producing 2HG: qHTS for the HT-1080-IDH1KD cell line | HT-1080 IDH1 knockdown viability, ATP luminescence, 48 h | Potency, µM (top dose mostly 46.1 µM), inactives show at the highest dose activity, negative = toxicity, actives largely listed as cytotoxic | 360,000 tested, 2% active;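 further: potency means the concentration at half of the fitted maximal effect; 0% = DMSO wells and -100% = cell-free medium wells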
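HT-1080-IDH1KD cells (IDH1 knocked down), 750/well in RPMI with 5% FBS, treated with compound 48 h at 37 degrees C. Viability by CellTiter-Glo luminescence, normalised to DMSO and no-cell wells; concentration-response curves classed.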
KB-3-1 cytotox: qHTS assay for MDR1-selective chemotherapeutics: Primary screen using the parental adenocarcinoma cell KB-3-1; KB-3-1 viability, CellTiter-Glo ATP luminescence, 72 h; Potency, µM (doses to about 46.1 µM), for inactives: at the top dose activity change, negative = cytotoxic, actives largely listed as cytotoxic; 400,000 tested, 1.4% active; AID 1347075, 2019; further: potency means the concentration at half of the fitted maximal effect; on the % scale 0 is the no-effect control and ±100 the full control effect; nearly all actives have a fitted effect of over 60% in size
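Multi-concentration cytotoxicity screen in KB-3-1 cells grown in DMEM lacking phenol red with 10% FBS. After 72 h at 37 °C with compound, ATP-dependent luminescence was recorded.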
SW480 rerep: A quantitative high throughput screen for small molecules that induce DNA re-replication in SW480 colon adenocarcinoma cells | SW480 DNA re-replication, Hoechst DNA content imaging, 48 h | Potency, µM (titrated, usually from 46.1 µM), for inactives: at the highest dose re-replication activation, actives largely listed as activators | 340,000 tested, 1.8% active; further: potency means the concentration at half of the fitted maximal effect; % of control where 0% means no effect; nearly all actives have a fitted effect of over 55% in size
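Treated cells incubate 48 hr (37 C, 5% CO2), are stained 40 min with Hoechst, and nuclear fluorescence is enumerated; a rise in nuclei with high DNA signal marks re-replication.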
HT1080NT lethal: qHTS for induction of synthetic lethality in tumor cells producing 2HG: qHTS for the HT-1080-NT fibrosarcoma cell line. 360,000 tested, 1.6% active. AID 686970, 2013. Potency, µM (titrated, usually from 46.1 µM), inactives show top-dose activity, negative = less viability, actives largely listed as cytotoxic. HT-1080-NT fibrosarcoma viability, CellTiter-Glo ATP luminescence, 48 h;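 further: NT is the 2HG producing partner of a matched IDH1 knockdown line; potency means the concentration at half of the fitted maximal effect; 0% = DMSO-treated cells and -100% = media-only wells without cells; nearly all actives have a fitted effect of over 55% in size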
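HT-1080-NT fibrosarcoma cells (2HG-overproducing), 750 cells/well in RPMI with 5% FBS, dosed after 2 h and incubated 48 h at 37C. CellTiter-Glo luminescence normalized to DMSO and no-cell wells; concentration-response curves fitted and classed.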
MCF10A rereplic: A quantitative high throughput screen for small molecules that induce DNA re-replication in MCF 10a normal breast cells; 350,000 tested, 2.9% active; AID 624296, 2012; Potency, µM (top dose mostly 46.1 µM), without a hit: at the top dose activity, positive = re-replication, actives largely listed as activators; MCF 10A DNA re-replication, Hoechst nuclear intensity, 48 h; further: potency means the concentration at half of the fitted maximal effect; % of control where 0% means no effect; nearly all actives have a fitted effect of over 50% in size
Numbers without * were called inactive; [ ] = remark or other dose. Unless noted, the call rests on the fitted dose curve; in most records, active means well fitted curve in the direction sought with a large enough effect; inconclusive means small, poorly fitted or top-dose-only effect, or another doubt; inactive means no such curve, though single readings can be large; an effect the other way counts as inactive or inconclusive. An unsorted share of the library; about 11% have a hit in one of these screens.

How did CC1CN(C)C(C)C/C1=N\Oc1ccc([N+](=O)[O-])cc1 (stereo unspecified) do in these assays?
ATXN2 expr inh: -18%; KB-V1 MDR tox: 3%; S2 tox: inactive; IL1B secr inh: -28; HT1080 IDH1KD tx: -9%; KB-3-1 cytotox: 28%; SW480 rerep: -5%; HT1080NT lethal: 5%; MCF10A rereplic: 22%

What do the screens show for `Cc1[nH]nc2c1C(c1ccc3c(c1)OCO3)C(C#N)=C(N)O2` (stereo unspecified)?
ATXN2 expr inh: -7%; KB-V1 MDR tox: -9%; S2 tox: inactive; IL1B secr inh: inconclusive; HT1080 IDH1KD tx: -1%; KB-3-1 cytotox: 23%; SW480 rerep: -4%; HT1080NT lethal: 3%; MCF10A rereplic: inconclusive

Results for Cc1ccccc1OCC(O)Cn1nnc2ccccc21 (stereo unspecified) ?
ATXN2 expr inh: 57%[activator]; KB-V1 MDR tox: -5%; S2 tox: inactive; IL1B secr inh: -16; HT1080 IDH1KD tx: 7%; KB-3-1 cytotox: -10%; SW480 rerep: 2%; HT1080NT lethal: 10%; MCF10A rereplic: 5%

What do the screens show for `CCOC(=O)c1[nH]ncc1CN1CCCC(C(=O)c2cccc3ccccc23)C1` (stereo unspecified)?
ATXN2 expr inh: 1%; KB-V1 MDR tox: inconclusive; S2 tox: inactive; IL1B secr inh: 17; HT1080 IDH1KD tx: -6%; KB-3-1 cytotox: -16%; SW480 rerep: -9%; HT1080NT lethal: -10%; MCF10A rereplic: -6%

Results for O=C(Nc1ccc(N2CCCCC2)cc1)c1ccc2c(c1)OCCO2 ?
ATXN2 expr inh: 3%; KB-V1 MDR tox: inconclusive; S2 tox: inactive; IL1B secr inh: -27; HT1080 IDH1KD tx: -28%; KB-3-1 cytotox: inconclusive; SW480 rerep: -2%; HT1080NT lethal: -7%; MCF10A rereplic: 6%

How did O=[N+]([O-])c1cc2c(cc1C=Nc1ccccc1)OCO2 do in these assays?
ATXN2 expr inh: -6%; KB-V1 MDR tox: inconclusive; S2 tox: inactive; IL1B secr inh: -2; HT1080 IDH1KD tx: 0%; KB-3-1 cytotox: -1%; SW480 rerep: 19%; HT1080NT lethal: -2%; MCF10A rereplic: 10%

Results for Cc1cc(NC(=O)C(C)SCC(=O)Nc2cc(Cl)ccc2N2CCN(C)CC2)no1 (stereo unspecified) ?
ATXN2 expr inh: 2%; KB-V1 MDR tox: -12%; S2 tox: inactive; IL1B secr inh: 2; HT1080 IDH1KD tx: 2%; KB-3-1 cytotox: 1%; SW480 rerep: -3%; HT1080NT lethal: -1%; MCF10A rereplic: inconclusive

How did COc1ccc2oc(=O)c(C(=O)N3CCN(c4ccccc4F)CC3)cc2c1 do in these assays?
ATXN2 expr inh: 3%; KB-V1 MDR tox: -2%; S2 tox: inactive; IL1B secr inh: -21; HT1080 IDH1KD tx: 20%; KB-3-1 cytotox: -1%; SW480 rerep: -18%; HT1080NT lethal: 5%; MCF10A rereplic: -184%[0.0737 µM]

How did O=C(Nc1nnc(-c2ccco2)o1)c1ccc(S(=O)(=O)N2CCCC2)cc1 do in these assays?
ATXN2 expr inh: -11%; KB-V1 MDR tox: inconclusive; S2 tox: inactive; IL1B secr inh: 50; HT1080 IDH1KD tx: inconclusive; KB-3-1 cytotox: inconclusive; SW480 rerep: -4%; HT1080NT lethal: inconclusive; MCF10A rereplic: 17%

What do the screens show for `CCN(CC)C(=O)CSc1nnc([C@@H](NC(=O)OC(C)(C)C)C(C)C)o1`?
ATXN2 expr inh: 8%; KB-V1 MDR tox: -26%; S2 tox: inactive; IL1B secr inh: 23; HT1080 IDH1KD tx: 4%; KB-3-1 cytotox: 5%; SW480 rerep: 2%; HT1080NT lethal: 12%; MCF10A rereplic: 0%

How did COc1ccccc1NC(=S)N(Cc1ccco1)Cc1cc2cc(C)c(C)cc2[nH]c1=O do in these assays?
ATXN2 expr inh: -5%; KB-V1 MDR tox: 2.6µM*; S2 tox: inconclusive; IL1B secr inh: -54*; HT1080 IDH1KD tx: 7.3µM*; KB-3-1 cytotox: inconclusive; SW480 rerep: 5.8µM*; HT1080NT lethal: inconclusive; MCF10A rereplic: 2.1µM*

What do the screens show for `Cc1c(CCO)sc[n+]1CC(=O)OCCC12CC3CC(CC(C3)C1)C2`?
ATXN2 expr inh: 18%; KB-V1 MDR tox: -2%; S2 tox: inactive; IL1B secr inh: 0; HT1080 IDH1KD tx: 3%; KB-3-1 cytotox: -8%; SW480 rerep: -44%[inhibitor]; HT1080NT lethal: 5%; MCF10A rereplic: 20%

What do the screens show for `CC(=O)N1CSCC1C(=O)O` (stereo unspecified)?
ATXN2 expr inh: 0%; KB-V1 MDR tox: 8%; S2 tox: inactive; IL1B secr inh: 19; HT1080 IDH1KD tx: 24%; KB-3-1 cytotox: -4%; SW480 rerep: -11%; HT1080NT lethal: 10%; MCF10A rereplic: -5%

What do the screens show for `Cc1ccc(S(=O)(=O)Oc2ccc(/C=N/NC(=O)c3cccnc3)cc2)cc1`?
ATXN2 expr inh: 10%[11.3 µM]; KB-V1 MDR tox: inconclusive; S2 tox: inactive; IL1B secr inh: 30; HT1080 IDH1KD tx: inconclusive; KB-3-1 cytotox: 13%; SW480 rerep: -7%; HT1080NT lethal: inconclusive; MCF10A rereplic: 17%

Results for CCCCC(=O)Nc1nnc(S(=O)(=O)N(CC)c2ccc(OC)cc2)s1 ?
ATXN2 expr inh: 9%; KB-V1 MDR tox: -15%; S2 tox: inactive; IL1B secr inh: 0; HT1080 IDH1KD tx: -3%; KB-3-1 cytotox: -7%; SW480 rerep: inconclusive; HT1080NT lethal: -1%; MCF10A rereplic: 20%

How did Cc1nnsc1C(=O)NNc1c(Cl)cccc1Cl do in these assays?
ATXN2 expr inh: -15%; KB-V1 MDR tox: 0%; S2 tox: inactive; IL1B secr inh: 4; HT1080 IDH1KD tx: -7%; KB-3-1 cytotox: 2%; SW480 rerep: -11%; HT1080NT lethal: inconclusive; MCF10A rereplic: 8%

What do the screens show for `CCOC(=O)CSc1nnc(Cc2ccccc2)n1CC1CCCO1` (stereo unspecified)?
ATXN2 expr inh: -5%; KB-V1 MDR tox: 0%; S2 tox: inactive; IL1B secr inh: 6; HT1080 IDH1KD tx: -4%; KB-3-1 cytotox: 5%; SW480 rerep: -3%; HT1080NT lethal: 15%; MCF10A rereplic: -1%

How did CC(Oc1ccc(Cl)cc1)C(=O)Nc1ccccc1C(=O)N1CCOCC1 (stereo unspecified) do in these assays?
ATXN2 expr inh: -6%; KB-V1 MDR tox: -28%; S2 tox: inactive; IL1B secr inh: 11; HT1080 IDH1KD tx: 20%; KB-3-1 cytotox: 1%; SW480 rerep: -1%; HT1080NT lethal: 8%; MCF10A rereplic: 7%

Results for CC(=O)Nc1ccc(NC(=O)COC(=O)Cn2cnc3ccccc32)cc1 ?
ATXN2 expr inh: -5%; KB-V1 MDR tox: 16%; S2 tox: inactive; IL1B secr inh: 3; HT1080 IDH1KD tx: -2%; KB-3-1 cytotox: 7%; SW480 rerep: 0%; HT1080NT lethal: 4%; MCF10A rereplic: 1%

How did Cc1cc(C(=O)NC(C)c2ccccc2)c2cc(F)ccc2n1 (stereo unspecified) do in these assays?
KB-V1 MDR tox: 13%; S2 tox: inactive; IL1B secr inh: 6; HT1080 IDH1KD tx: 7%; KB-3-1 cytotox: 6%; SW480 rerep: -6%; HT1080NT lethal: -1%; MCF10A rereplic: -1%

What do the screens show for `CN1C(=O)[C@H]2[C@@H](/C=C/c3ccccc3)N3C(=O)CN(CCO)C(=O)[C@@]3(C)[C@H]2C1=O`?
ATXN2 expr inh: 1%; KB-V1 MDR tox: -8%; S2 tox: inactive; IL1B secr inh: 32; HT1080 IDH1KD tx: -3%; KB-3-1 cytotox: -1%; SW480 rerep: 5%; HT1080NT lethal: -1%; MCF10A rereplic: 1%

What do the screens show for `CC(C)(C)c1ccc(/C=C/C(=O)Nc2nncs2)cc1`?
ATXN2 expr inh: 51%[activator]; KB-V1 MDR tox: 20%; S2 tox: inactive; IL1B secr inh: 29; HT1080 IDH1KD tx: 7%; KB-3-1 cytotox: 0%; SW480 rerep: 6%; HT1080NT lethal: -3%; MCF10A rereplic: 1%

Of the compounds above, 2 have fluorine.
How did COc1ccc2oc(=O)c(C(=O)N3CCN(c4ccccc4F)CC3)cc2c1 do in these assays?
ATXN2 expr inh: 3%; KB-V1 MDR tox: -2%; S2 tox: inactive; IL1B secr inh: -21; HT1080 IDH1KD tx: 20%; KB-3-1 cytotox: -1%; SW480 rerep: -18%; HT1080NT lethal: 5%; MCF10A rereplic: -184%[0.0737 µM]

How did Cc1cc(C(=O)NC(C)c2ccccc2)c2cc(F)ccc2n1 (stereo unspecified) do in these assays?
KB-V1 MDR tox: 13%; S2 tox: inactive; IL1B secr inh: 6; HT1080 IDH1KD tx: 7%; KB-3-1 cytotox: 6%; SW480 rerep: -6%; HT1080NT lethal: -1%; MCF10A rereplic: -1%
